CRFBP-R2 block – antagonists of CRF-BP/CRF-R2 complex, primary screen, cell-based, HEK293, calcium dye fluorescence, uHTS | inhibition, % at 11.8 µM | AID 588475, 2011 | CRF-induced calcium fluorescence | 350,000 compounds, 0.59% hits;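 active means inhibition of the ligand-induced calcium signal above about 50% at the single tested concentration, limit read from the data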
CHRM5 antagonist – human M5 muscarinic receptor antagonists, primary screen, CHO cells, Fluo-8 calcium fluorescence | inhibition, % at 3 µM | CHO-hM5 cells, ACh EC80 | AID 624040, 2012 | 360,000 compounds, 0.59% hits | Muscarinic acetylcholine receptor M5 (Homo sapiens), P08912;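 active means inhibition above a per-plate cutoff, the mean of that plate's test compounds plus 3 SD, cut at about 27% in these data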;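 further: 0% = acetylcholine EC80 with DMSO and 100% = DMSO without agonist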
CHRM5 agonist – human M5 muscarinic receptor agonists, primary screen, CHO-K1 cells, Fluo-8 calcium fluorescence. 360,000 compounds, 0.19% hits. CHO-K1 hM5 cells; 0% DMSO wells, 100% maximal acetylcholine response. Muscarinic acetylcholine receptor M5 (Homo sapiens), P08912. activation, % at 3 µM;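 active means activation above the run's mean over test compounds plus 3 SD, cut at about 23% in these data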;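 further: signal is peak over basal fluorescence ratio across the kinetic read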
M1 PAM – human M1 muscarinic receptor positive allosteric modulators, primary screen, CHO-K1 cells, Fluo-8 calcium fluorescence, 1536-well | 360,000 compounds, 0.088% hits | CHO-K1 hM1, ACh EC20; 0% = ACh EC20, 100% = maximal ACh | activation, % at 3 µM; in the data active means activation above about 19%, passing the limit was not always enough
Target sequence (P11229 whole entry, looked up): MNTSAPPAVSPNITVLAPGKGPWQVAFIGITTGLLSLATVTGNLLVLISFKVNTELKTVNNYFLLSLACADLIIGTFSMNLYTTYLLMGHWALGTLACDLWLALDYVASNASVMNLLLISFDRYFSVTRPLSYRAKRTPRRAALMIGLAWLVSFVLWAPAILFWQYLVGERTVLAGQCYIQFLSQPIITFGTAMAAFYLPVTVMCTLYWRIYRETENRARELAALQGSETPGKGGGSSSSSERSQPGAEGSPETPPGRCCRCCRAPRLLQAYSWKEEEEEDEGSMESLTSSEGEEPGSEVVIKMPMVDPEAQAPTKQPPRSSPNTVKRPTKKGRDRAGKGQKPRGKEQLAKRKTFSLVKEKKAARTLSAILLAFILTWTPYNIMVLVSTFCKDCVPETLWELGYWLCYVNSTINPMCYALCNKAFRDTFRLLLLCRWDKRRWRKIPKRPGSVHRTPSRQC
CRFBP-R2 agonist – agonists of CRF-BP/CRF-R2 complex, primary screen, cell-based, HEK293, calcium dye fluorescence, uHTS. 350,000 compounds, 0.46% hits. CRF-binding protein / CRF receptor 2 complex (human). AID 588473, 2011. calcium dye fluorescence (FLIPR); percent of saturating CRF peptide response. activation, % at 13.2 µM;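 active means activation of at least 50%, plus an integration ratio under a set limit after plate pattern correction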;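 further: plate controls were neutral control wells without compound for no effect and CRF at EC100 for full effect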
M4 antag – human M4 muscarinic receptor antagonists, primary screen, CHO cells, Fluo-8 calcium fluorescence; CHO-hM4 cells, ACh EC80; inhibition, % at 3 µM; 360,000 compounds, 0.73% hits; AID 624125, 2012;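 active means inhibition above its plate's cutoff, the mean inhibition of sample wells plus 3 SD, cut at about 27% in these data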;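 further: 0% = acetylcholine EC80 with DMSO and 100% = DMSO without agonist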
Target sequence (P08173 whole entry, looked up): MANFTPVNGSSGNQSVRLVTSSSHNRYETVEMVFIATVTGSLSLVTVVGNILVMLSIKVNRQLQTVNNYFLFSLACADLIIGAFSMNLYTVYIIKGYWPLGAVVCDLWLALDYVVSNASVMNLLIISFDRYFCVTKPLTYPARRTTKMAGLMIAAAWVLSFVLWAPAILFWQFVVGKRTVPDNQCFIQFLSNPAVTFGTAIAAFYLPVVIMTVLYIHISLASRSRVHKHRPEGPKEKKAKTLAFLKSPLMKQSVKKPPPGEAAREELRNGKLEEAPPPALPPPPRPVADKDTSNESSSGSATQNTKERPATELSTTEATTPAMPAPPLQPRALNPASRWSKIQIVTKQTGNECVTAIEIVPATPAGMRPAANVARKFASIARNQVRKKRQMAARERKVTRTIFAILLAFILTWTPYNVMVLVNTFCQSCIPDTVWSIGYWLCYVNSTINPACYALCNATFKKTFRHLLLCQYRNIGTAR
M5 PAM – human M5 muscarinic receptor positive allosteric modulators, primary screen, CHO-K1 cells, Fluo-8 calcium fluorescence; CHO-K1 hM5, ACh EC20 PAM; 0% = ACh EC20, 100% = ACh EC100; Muscarinic acetylcholine receptor M5 (Homo sapiens), P08912; AID 624038, 2012; activation, % at 3 µM; 360,000 compounds, 0.3% hits;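 active means activation above the run cutoff, the mean activation of all test compounds plus 3 SD, cut at about 18% in these data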
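system = human M5 receptor in CHO-K1 cells | compound = one concentration, 3 µM final (nominal) | schedule = Post-acetylcholine fluorescence recording 140 s | signal = Fluo-8 calcium dye fluorescence, kinetic read | benchmarks = low control EC20 acetylcholine (0%), high control EC100 acetylcholine (100%) | repeats = singlicate, one well per test compound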
M4 PAM – human M4 muscarinic receptor positive allosteric modulators, primary screen, CHO-K1 cells, Fluo-8 calcium fluorescence; Muscarinic acetylcholine receptor M4 (Homo sapiens), P08173; CHO-K1 hM4/Gqi5, ACh EC20; 0% = ACh EC20, 100% = maximal ACh; activation, % at 3 µM; 360,000 compounds, 0.4% hits; AID 624126, 2012;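 active means activation above its plate's cutoff, the mean activation of sample wells plus 3 SD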; further: some results filed as inactive read as strong as hits
CHRM4 agonist – human M4 muscarinic receptor agonists, primary screen, CHO-K1 cells, Fluo-8 calcium fluorescence. activation, % at 3 µM. CHO-K1 hM4/Gqi5; vehicle 0%, full acetylcholine response 100%. Muscarinic acetylcholine receptor M4 (Homo sapiens), P08173. 360,000 compounds, 0.14% hits;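 active means activation above the run mean over all test wells plus 3 SD, cut at about 32% in these data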;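 further: peak over basal fluorescence ratio per well then scaled between controls; 0% = DMSO wells and 100% = acetylcholine at EC100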
The depositor's hits bear a star; x = no result given. Hits appear at their usual frequency; about 2.6% have a hit in one of these screens.

The first 3 compounds, to show the layout:
CRFBP-R2 block	CHRM5 antagonist	CHRM5 agonist	M1 PAM	CRFBP-R2 agonist	M4 antag	M5 PAM	M4 PAM	mol	CHRM4 agonist
8	2	0	6	0.8	0	-4	0	COc1ccc(C2/C(=C(/O)c3ccc(F)cc3)C(=O)C(=O)N2c2ccccn2)cc1OC (stereo not drawn)	1
-18	5	-4	12	-0.9	-3	-3	-2	Nc1nc(-c2cccnc2)nc2sc3c(c12)CCCC3	1
-7	19	0	-5	-0.4	11	-13	-10	CSCCC(NS(=O)(=O)c1ccc2c(c1)OCCO2)C(=O)N(C)Cc1ccc(C)cc1 (stereo not drawn)	19

The list itself, repeating the preview:
CRFBP-R2 block	CHRM5 antagonist	CHRM5 agonist	M1 PAM	CRFBP-R2 agonist	M4 antag	M5 PAM	M4 PAM	mol	CHRM4 agonist
8	2	0	6	0.8	0	-4	0	COc1ccc(C2/C(=C(/O)c3ccc(F)cc3)C(=O)C(=O)N2c2ccccn2)cc1OC (stereo not drawn)	1
-18	5	-4	12	-0.9	-3	-3	-2	Nc1nc(-c2cccnc2)nc2sc3c(c12)CCCC3	1
-7	19	0	-5	-0.4	11	-13	-10	CSCCC(NS(=O)(=O)c1ccc2c(c1)OCCO2)C(=O)N(C)Cc1ccc(C)cc1 (stereo not drawn)	19
2	0	-7	5	-0.5	-13	-1	10	CCn1c(Sc2ccc(N)cc2Cl)nc2ccccc21	0
6	6	-2	10	1.2	-3	10	-1	CC(=O)Nc1ccc(NC(=O)COC(=O)Cc2cccs2)cc1	1
-2	-2	-1	-2	-1.5	-2	0	-2	COc1ccc(CCN(C)C(=O)c2cc(-c3ccccc3)nc3ccc(C)cc23)cc1OC	8
17	0	1	11	-2.8	2	-9	-4	O=C(COc1ccccc1[N+](=O)[O-])N/N=C/c1ccc(O)c([N+](=O)[O-])c1	2
-9	2	1	0	-0.2	-4	-4	-7	Cc1cccc(NC(=O)c2sc3nc(C)nc(N4CCOCC4)c3c2C)c1	10
5	10	-1	1	-0.9	-17	-14	0	CC12CCC(=O)N1C(C(=O)NCCN1C(=O)S/C(=C\c3ccc(OC(F)F)cc3)C1=O)CS2 (stereo not drawn)	9
0	-13	-1	-2	-4.0	10	-1	-2	CCC1S/C(=N/N=C/c2cccs2)NC1=O (stereo not drawn)	-1
13	4	-1	-9	8.0	3	-6	-8	COc1ccccc1CN(C(=O)CCl)C(C(=O)NC1CCCCC1)c1ccncc1 (stereo not drawn)	3
-8	-1	2	16	0.3	-13	-6	9	O=S(=O)(NCCc1cn2ccccc2n1)c1cccs1	1
6	-3	-7	5	0.1	6	5	4	Cc1cccc(NC(=S)N(CCCN2CCOCC2)C(C)c2cc3ccccc3o2)c1 (stereo not drawn)	-1
20	3	1	7	-0.5	-8	-7	5	Cc1ccc(CC2SC(=O)NC2=O)cc1Cl (stereo not drawn)	1
-1	2	1	6	0.2	-6	0	2	COC(C[C@@H]1O[C@@H]1[C@@H](O)[C@H](C)OCc1ccccc1)OC	2
7	3	-2	4	-1.5	6	1	8	O=C(COc1ccccc1)NCC(=O)Nc1cccc2ccccc12	0
x	3	7	2	x	1	-6	5	CN(Cc1ccc(Cl)cc1)C(=O)c1[nH]c(C(F)(F)F)nc1-c1ccccc1	4
11	0	-1	1	-1.8	-3	-6	0	CC(C)(C)N=Cc1cc(-c2ccccc2)sc1O	1
-3	-2	3	11	-0.1	5	2	4	COc1ccc(S(=O)(=O)N2CCCCC2)cc1NC(=O)C1CCCC1	1
0	4	1	7	-0.5	-4	2	3	CC(C)[C@H](NC(=O)N1CCn2c1nc1ccccc12)C(=O)N[C@@H](Cc1ccccc1)C(=O)O	2
-16	25	-1	-18	1.1	17	-20	-14	CCCOC(=O)c1cccc(Nc2nc(-c3cccnc3)nc3ccccc23)c1	11
10	-2	-4	5	-0.7	17	3	3	CC(C)CC(=O)N1CCN(CC2CC=CCC2)CC1 (stereo not drawn)	0
-49	-13	0	-1	11	-14	-1	-3	COc1ccc(-c2cc(C(=O)Nc3nc4ccccc4s3)c3ccccc3n2)cc1OC	4
29	5	0	-3	-3.8	14	-5	-2	COC(=O)Cn1c(=NC(=O)CSCC(=O)Nc2cc(C)on2)sc2ccccc21	3
-15	13	-2	0	-4.4	4	-1	2	CCOC(=O)c1sc(NC(=O)CN2CCCC2)c(C(=O)OCC)c1C	-1

2 records picked at random from those above:
CRFBP-R2 block	CHRM5 antagonist	CHRM5 agonist	M1 PAM	CRFBP-R2 agonist	M4 antag	M5 PAM	M4 PAM	mol	CHRM4 agonist
6	-3	-7	5	0.1	6	5	4	Cc1cccc(NC(=S)N(CCCN2CCOCC2)C(C)c2cc3ccccc3o2)c1 (stereo not drawn)	-1
-8	-1	2	16	0.3	-13	-6	9	O=S(=O)(NCCc1cn2ccccc2n1)c1cccs1	1

Later entries.
CRFBP-R2 block	CHRM5 antagonist	CHRM5 agonist	M1 PAM	CRFBP-R2 agonist	M4 antag	M5 PAM	M4 PAM	mol	CHRM4 agonist
0	6	-1	10	0.4	-3	7	9	CCCCn1c(N)c(N(CC(C)C)C(=O)C2CCN(S(=O)(=O)c3ccc(C)cc3C)CC2)c(=O)[nH]c1=O	0
0	-1	-2	10	-0.5	-11	-3	7	CC(=O)Nc1ccc(NC(=O)CCc2nc3ccccc3c(=O)[nH]2)cc1	2
10	14	-4	-1	0.2	-2	-6	-6	O=C(CSCc1ccccc1Br)Nc1ccccc1	1
5	8	-10	6	-0.5	-6	-19	7	CCN1CCN(S(=O)(=O)c2ccc3c(c2)OCCO3)CC1	1
1	12	9	8	-2.0	-13	-4	4	O=C(COc1c(CO)cc(Br)cc1CO)NC1CCCc2ccccc21 (stereo not drawn)	11
0	-5	0	8	0.7	0	8	5	Cc1ccc(SCCC(=O)N2CCC(C(N)=O)CC2)cc1	1
3	-1	-1	1	3.0	-3	6	0	CCc1ccccc1OCC(=O)Nc1cc(S(=O)(=O)N2CCOCC2)ccc1N1CCCCC1	0
7	6	-3	4	-2.7	-12	-4	8	Cc1cccc(-c2c(NC(=O)c3ccco3)oc3ccc(Cl)cc3c2=O)c1	0
1	-2	2	15	-1.5	-3	-3	10	O=S1(=O)CC(O)C(NCc2cccnc2)C1 (stereo not drawn)	1
4	-4	-3	9	1.5	1	6	7	CCCn1c(SC(C(=O)Nc2cc(C)ccc2OC)c2ccccc2)nc2ccccc2c1=O (stereo not drawn)	1
7	10	-1	9	0.0	10	-1	5	C/C(Cn1nc([N+](=O)[O-])cc1C)=N\NC(=O)COc1c(Cl)cc(Cl)cc1Cl	0
7	5	-4	0	-1.0	-2	-2	6	O=C1CC(NCc2ccc3c(c2)OCO3)C(=O)N1Cc1ccc2c(c1)OCO2 (stereo not drawn)	2
-22	1	-3	2	0.2	-4	2	-1	C=C(C)CN=C1SC(C(=O)Nc2sc3c(c2C(=O)OC)CCC3)C(N)=C1C(N)=O (stereo not drawn)	0
0	8	-1	8	-1.6	8	-1	1	Cc1ccc2c(O)c(Cc3ccccc3)c(=O)[nH]c2n1	0
10	-8	-3	6	2.8	4	4	-1	CCn1cc(CN2CCC(C(=O)Nc3ccc(Oc4cccnc4)cc3)CC2)c(C)n1	1
2	-1	6	0	-2.3	7	-5	5	Cc1cc(C(=O)OCC(=O)Nc2cc(C)on2)c2ccccc2n1	4
-9	-3	-3	12	-3.3	-2	-2	-6	Nn1c(SCC(=O)Nc2cccc(F)c2)nnc1C1CCCCC1	0
25	-3	1	2	-0.2	-7	0	-1	Cc1ccc(C(=O)Nc2nc(-c3ccc4c(c3)OCCO4)cs2)o1	9
-9	4	-6	-2	5.0	-2	-4	-11	O=S(=O)(c1ccccc1)N1N=C(c2ccc(Br)cc2)CC1c1ccco1 (stereo not drawn)	1
5	2	1	8	1.1	2	1	5	CN(CC(=O)Nc1ccc(Cl)cc1F)C1=NS(=O)(=O)c2ccccc21	1
16	-1	-3	4	-3.1	-9	0	1	CCCCOc1c(Br)cc(/C=N/O)cc1OCC	-3
-20	0	-1	-1	-0.7	-5	-3	2	COc1ccc([C@H]2C[C@@H](n3cc(C4CC4)nn3)[C@H](O)CN2CC2CCCCC2)cc1	-1

Single entries from the list.
CHRM4 agonist, `Cc1ccc(SCCC(=O)N2CCC(C(N)=O)CC2)cc1` reads 1
M1 PAM, `CCc1ccccc1OCC(=O)Nc1cc(S(=O)(=O)N2CCOCC2)ccc1N1CCCCC1` reads 1

Screening results (PubChem BioAssay)
